# Keap1-Nrf2 PPI = inhibitors of human Keap1-Nrf2 protein-protein interaction; Keap1 Kelch-Nrf2 peptide fluorescence polarization, 1536-well; inhibition, % at 9.4 µM; Q14145; actives 0.15% (n = 340,000); AID 504523; in the data active means inhibition above about 12%;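 further: human Keap1 Kelch domain with fluorescein labeled Nrf2 9mer peptide probe; 0% = neutral control wells and 100% = peptide positive control; higher means more block of Keap1 binding to Nrf2 peptide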
# RTF Ca sens act = increases calcium sensitivity of human cardiac regulated thin filaments; IANBD-labeled TnC RTF fluorescence at EC20 calcium; 0% EC20 calcium, 100% full calcium; activation, % at 7.2 µM; actives 0.24% (n = 340,000); AID 493008;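 active means activation above the mean over all tested compounds plus 3 SD, cut at about 30% in these data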;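 further: rise in fluorescence read as greater calcium sensitivity of cardiac thin filaments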
# C-LANA FP = KSHV C-LANA DNA binding inhibition; MBP-C-LANA/FAM-LBS DNA binding, fluorescence polarization; inhibition, % at 9 µM; actives 0.078% (n = 340,000); AID 504423;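 active means highest replicate inhibition at or above 60% at 9 µM, even if other replicates fall short; inactive means all replicates below 60% inhibition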;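 further: 0% = neutral control wells and 100% = 4 µM acridine orange control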
# Wnt bcat act = activators of Wnt/beta-catenin signaling. Wnt/beta-catenin reporter cell assay, activator, plate reader. activation, % at 9.35 µM. actives 1.2% (n = 300,000); in the data active means activation above about 30%, passing the limit was not always enough;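 further: 0% = neutral control wells and 100% = positive control wells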
# Arr AP2 block = blocks beta-arrestin peptide binding to AP2 adaptin | inhibition, % at 10 µM | AID 504490 | FITC-arrestin peptide / GST-AP2 beads, flow cytometry; AP2 beta2 appendage carries R879A mutation | actives 0.31% (n = 340,000);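 active means inhibition above a set limit, near 3 SD of compounds lacking own fluorescence, cut at about 54% in these data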;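 further: plate controls were DMSO wells for no effect and 5 µM unlabelled arrestin peptide for full effect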
#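 Measured by: flow cytometry, FL1 (488/535 nm); Material: AP2 appendage R879A on GSH beads; Evaluation: percent response; Timing: pre-incubation 12 min, peptide binding 1 h, room temperature; Also added: 50 nM FITC-arrestin peptide; Medium: PBS with 0.05% Tween 20 and 0.1% BSA.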
# OPRM1-OPRD1 inv = inverse agonist of human OPRM1-OPRD1 heterodimerization; actives 0.21% (n = 340,000); cell-based MOR-DOR heterodimer luminescence, inverse agonism; inhibition, % at 9.3 µM; P35372+P41143; in the data active means inhibition above about 22%, passing the limit was not always enough;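 further: 0% = cells with DMSO and 100% = wells without cells with DMSO; values of inactives mirror those of a sister screen read the other way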
# Target sequence (P35372 whole entry, looked up): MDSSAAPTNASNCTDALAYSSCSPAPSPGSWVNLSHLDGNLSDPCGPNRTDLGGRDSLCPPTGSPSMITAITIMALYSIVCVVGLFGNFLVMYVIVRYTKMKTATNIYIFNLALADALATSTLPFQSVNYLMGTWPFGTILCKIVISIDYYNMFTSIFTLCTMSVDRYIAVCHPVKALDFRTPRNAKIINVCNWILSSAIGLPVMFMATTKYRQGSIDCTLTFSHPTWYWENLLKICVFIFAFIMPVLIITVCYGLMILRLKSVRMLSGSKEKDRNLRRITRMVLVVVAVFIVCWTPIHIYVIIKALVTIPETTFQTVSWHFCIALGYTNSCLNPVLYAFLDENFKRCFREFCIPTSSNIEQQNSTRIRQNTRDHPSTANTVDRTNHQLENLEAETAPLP
# Target sequence (P41143 whole entry, looked up): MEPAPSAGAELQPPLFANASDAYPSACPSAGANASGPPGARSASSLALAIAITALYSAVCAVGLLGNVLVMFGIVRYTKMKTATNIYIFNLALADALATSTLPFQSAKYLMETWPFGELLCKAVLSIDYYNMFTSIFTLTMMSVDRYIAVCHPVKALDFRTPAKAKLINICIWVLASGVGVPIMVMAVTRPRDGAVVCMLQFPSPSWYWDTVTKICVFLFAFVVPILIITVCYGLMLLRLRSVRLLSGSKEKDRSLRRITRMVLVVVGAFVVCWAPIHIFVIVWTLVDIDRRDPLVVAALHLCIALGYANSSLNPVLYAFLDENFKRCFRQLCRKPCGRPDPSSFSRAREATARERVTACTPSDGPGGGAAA
# MOR-DOR ag = OPRM1-OPRD1 heterodimerization agonism. activation, % at 9.3 µM. actives 0.3% (n = 340,000). cells, luminescence. P35372+P41143; in the data active means activation above about 18%;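 further: 0% = vehicle-treated cells and 100% = reference agonist; values of inactives mirror those of a sister screen read the other way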
# Pemphigus Ab inh = human desmoglein-3 autoantibody binding inhibition; DSG3-coupled beads, scFv-anti-DSG3-GFP binding, flow cytometry; stronger effect = lower value; binding (percent of control), % at 10 µM; actives 0.48% (n = 310,000); AID 588358;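 active means binding more than 3 SD below its plate's average and above zero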;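 further: hits lower antibody fragment binding to DSG3; some compounds called inactive have numbers as strong as hits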
# RTF Ca sens inh = cardiac RTF calcium desensitization | P19429+P45379 | IANBD-labeled cardiac RTF, Ca2+ fluorescence | inhibition, % at 7.15 µM | actives 0.12% (n = 340,000);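 active means inhibition above the mean inhibition of all tested compounds plus 3 SD, cut at about 17% in these data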;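 further: assay run at fixed EC70 calcium of 1.6 mM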
# V-ATPase pH = yeast V-ATPase proton transport regulation by pHLuorin | S. cerevisiae, pHLuorin cytosolic pH fluorescence | response, % at 10 µM | actives 0.37% (n = 350,000); in the data active means response mostly above about 7.3%, no sharp cut-off; inactive means mostly below about 5.4%; further: actives read high; inactives centre near 0; some compounds called inactive have numbers as strong as hits; reference of the scale not given here
# The depositor's hits bear a star; . = no result given. The order is random. About 3.1% of those tested had a hit in this group.
# Letters – A = Keap1-Nrf2 PPI; B = RTF Ca sens act; C = C-LANA FP; D = Wnt bcat act; E = Arr AP2 block; F = OPRM1-OPRD1 inv; G = MOR-DOR ag; H = Pemphigus Ab inh; I = RTF Ca sens inh; J = V-ATPase pH
1) CC(=O)c1c(C)[nH]c(C(=O)OCc2nnc(-c3ccccc3)o2)c1C
  A: -2; B: 10; C: 1.1; D: .; E: 6; F: 6; G: -1.1; H: 68; I: -11; J: -2

2) Cc1ccc(-n2ncc3c2CC(C)(C)CC3NC(=O)c2c(C)noc2C)cc1 (centres undefined)
  A: 0; B: -4; C: -0.7; D: 0; E: 17; F: 11; G: -2.0; H: .; I: 6; J: -5

3) O=C(COC(=O)C1CC1)NC(=O)NCc1ccccc1
  A: -2; B: -4; C: 1.9; D: 0; E: 35; F: 5; G: -1.1; H: 103; I: -1; J: -3

4) CCOC(=O)C(C(=O)N(C)Cc1ccccc1)C1CCCCC1 (centres undefined)
  A: -3; B: 3; C: -0.2; D: 0; E: -16; F: 18; G: -3.7; H: 120; I: -4; J: 0

5) O=C1c2cccnc2C(=O)N1c1cccc(-c2nc3ccccc3o2)c1
  A: -5; B: -2; C: 4.1; D: .; E: 16; F: 11; G: -2.2; H: 104; I: -6; J: -6

6) Cc1cccc(OCC(=O)Nc2ccccc2N2CCN(C(=O)C(C)C)CC2)c1C
  A: 2; B: 6; C: 0.2; D: .; E: 20; F: 4; G: -0.6; H: .; I: -5; J: -2

7) Cc1cc2c(ncn2C(C)C)c(N)c1C
  A: -2; B: 2; C: -1.3; D: .; E: 3; F: 2; G: -0.5; H: 102; I: -7; J: 1

8) Cc1ccc(C(=O)CSc2nnc(CNc3ccc(F)cc3)o2)cc1
  A: -7; B: 3; C: 1.7; D: 0; E: -3; F: -6; G: 1.3; H: 99; I: -12; J: 0

9) COc1cc(O)ccc1C(=O)CCc1ccc(O)cc1
  A: -6; B: 9; C: 0.4; D: 8; E: 5; F: 10; G: -1.9; H: 112; I: -3; J: -7

10) COc1ccc(-c2nc3ccccc3nc2-c2ccccc2)cc1
  A: 0; B: 0; C: 0.3; D: .; E: 4; F: 1; G: -0.2; H: 100; I: -3; J: -2

11) O=C1N(c2ccccc2C(F)(F)F)O[C@]1(c1ccccc1)C1CCCC1
  A: -2; B: 12; C: 0.3; D: 0; E: 6; F: -22; G: 3.9; H: 103; I: -2; J: 2

12) Cc1ccc(C(=O)Nc2ccc(Oc3cccc(C(F)(F)F)c3)nc2)cc1
  A: -4; B: 9; C: 1.6; D: 0; E: -6; F: -14; G: 2.6; H: 103; I: 8; J: 1

13) CCN1C(=O)[C@H]2[C@@H](c3ccc(-c4ccc(OC)cc4)c(OC)c3)N[C@@](CC(C)C)(C(=O)OC)[C@H]2C1=O
  A: 2; B: -6; C: -1.0; D: 2; E: .; F: -6; G: 1.1; H: 99; I: -4; J: -3

14) O=C(N=C1SC2CS(=O)(=O)CC2N1c1cc(Cl)ccc1Cl)C1CC1 (centres undefined)
  A: 3; B: -6; C: 0.6; D: -2; E: 4; F: 10; G: -1.9; H: .; I: -10; J: -1

15) CC(=O)NCCC(=O)N1CCCC(C(=O)c2ccc3c4c(cccc24)CC3)C1 (centres undefined)
  A: 0; B: 1; C: 0.2; D: 0; E: -6; F: -4; G: 0.8; H: 100; I: -7; J: -3

16) CC(=O)Nc1cc(C(=O)N2CCc3ccccc3C2)ccc1Sc1ccc(F)cc1
  A: -5; B: 11; C: 0.2; D: .; E: -7; F: -2; G: 0.4; H: 100; I: -5; J: -2

17) CC1CCN(CCCCOc2ccc(C(=O)c3ccccc3)cc2)CC1
  A: 3; B: 5; C: 0.8; D: -7; E: 0; F: 19; G: -3.3; H: .; I: -21; J: 0

18) CCOC(=O)c1sc(N)c(C(=O)OCC)c1C
  A: .; B: .; C: .; D: 6; E: -7; F: .; G: .; H: 103; I: .; J: 6

19) Oc1ccc(Cn2ccnc2)c2cccnc12
  A: -3; B: 1; C: -2.5; D: 3; E: 11; F: 1; G: -0.2; H: 87; I: -6; J: 0

20) Cc1ccc(CN2CC(C(=O)Nc3ccc(C)cn3)CC2=O)cc1 (centres undefined)
  A: 1; B: -6; C: -2.1; D: 17; E: 6; F: -20; G: 3.0; H: 104; I: -10; J: -2

21) COc1ccccc1OC(C)C(=O)Nc1ccc2c(c1)OCCO2 (centres undefined)
  A: 3; B: -7; C: -3.0; D: 1; E: 9; F: 11; G: -1.8; H: 60; I: -1; J: 4

22) O=C(COC(=O)c1cc(S(=O)(=O)N2CCCCC2)ccc1Cl)NCc1ccco1
  A: -3; B: 2; C: -0.5; D: 0; E: 12; F: 14; G: -2.7; H: 103; I: -10; J: -1

23) Cc1ccccc1-c1nc(CS(=O)(=O)CC(=O)NCCCN2CCOCC2)c(C)o1
  A: -1; B: 0; C: -0.7; D: -1; E: 8; F: 3; G: -0.6; H: 101; I: -3; J: -1

24) CCOC(=O)N1CCN(C(=O)c2ccc(C)c(S(=O)(=O)Nc3cccc(C)c3C)c2)CC1
  A: 3; B: 0; C: 4.9; D: 0; E: -14; F: 16; G: -3.5; H: .; I: -3; J: 1

25) O=C(NC1CCCCCC1)C1CCCN(c2ncccn2)C1 (centres undefined)
  A: 3; B: -9; C: -2.3; D: 7; E: 17; F: 8; G: -1.2; H: .; I: -2; J: -1

26) Cc1cc(C)cc(NC(=O)c2ccc([N+](=O)[O-])o2)c1
  A: -5; B: .; C: 0.3; D: 0; E: -3; F: .; G: .; H: .; I: .; J: 3

27) CCOc1ccc(S(=O)(=O)n2nc(C)c(S(=O)(=O)N3CCOCC3)c2C)cc1
  A: -1; B: 2; C: -0.4; D: 1; E: -3; F: 13; G: -2.5; H: 123; I: -3; J: 3

28) O=S(=O)(/N=C(/Nc1ccc(F)cc1F)c1ccc(Cl)cc1)c1ccccc1
  A: 2; B: -2; C: -4.5; D: .; E: 1; F: -8; G: 1.4; H: 100; I: -6; J: 0

29) CSc1ccc(S(=O)(=O)Nc2ccc(F)cc2)cc1
  A: -3; B: 2; C: 0.0; D: -1; E: -5; F: -9; G: 1.6; H: 92; I: 4; J: 0

30) CCc1cc(=O)oc2cc(C)c(CN3CCCC(C)C3)c(O)c12 (centres undefined)
  A: -1; B: -8; C: -0.8; D: -1; E: -1; F: 7; G: -1.2; H: 100; I: 1; J: 2

# Quoted at random: 5 records from the list
# Letters – A = Keap1-Nrf2 PPI; B = RTF Ca sens act; C = C-LANA FP; D = Wnt bcat act; E = Arr AP2 block; F = OPRM1-OPRD1 inv; G = MOR-DOR ag; H = Pemphigus Ab inh; I = RTF Ca sens inh; J = V-ATPase pH
20) Cc1ccc(CN2CC(C(=O)Nc3ccc(C)cn3)CC2=O)cc1 (centres undefined)
  A: 1; B: -6; C: -2.1; D: 17; E: 6; F: -20; G: 3.0; H: 104; I: -10; J: -2

24) CCOC(=O)N1CCN(C(=O)c2ccc(C)c(S(=O)(=O)Nc3cccc(C)c3C)c2)CC1
  A: 3; B: 0; C: 4.9; D: 0; E: -14; F: 16; G: -3.5; H: .; I: -3; J: 1

30) CCc1cc(=O)oc2cc(C)c(CN3CCCC(C)C3)c(O)c12 (centres undefined)
  A: -1; B: -8; C: -0.8; D: -1; E: -1; F: 7; G: -1.2; H: 100; I: 1; J: 2

17) CC1CCN(CCCCOc2ccc(C(=O)c3ccccc3)cc2)CC1
  A: 3; B: 5; C: 0.8; D: -7; E: 0; F: 19; G: -3.3; H: .; I: -21; J: 0

28) O=S(=O)(/N=C(/Nc1ccc(F)cc1F)c1ccc(Cl)cc1)c1ccccc1
  A: 2; B: -2; C: -4.5; D: .; E: 1; F: -8; G: 1.4; H: 100; I: -6; J: 0

# Further structures follow:
[31] CCc1noc(C)c1C(=O)N(CC)CC(=O)Nc1cc(Cl)ccc1C
[32] O=C(CN1CCCC1)N1CCCC(c2ccc(F)cc2)c2ccc(F)cc21 (centres undefined)
[33] COc1ccccc1-c1nnc(Nc2nc3c(OC)cccc3s2)o1
[34] O=C(Cc1csc(Nc2nc(=S)[nH]c3ccccc23)n1)NCc1ccc(Cl)cc1
[35] COCCCNC(=O)CN(Cc1ccccc1)S(=O)(=O)c1ccccc1
[36] CC(=O)NC(Nc1c(C)n(C)n(-c2ccccc2)c1=O)C(Cl)(Cl)Cl (centres undefined)
[37] CC1(C)Cc2c(C#N)c(NCCN3CCOCC3)nc(-c3ccccc3)c2CO1
[38] O=C(c1ccc[nH]c1=S)N1CCN(S(=O)(=O)c2ccc(Br)cc2Cl)CC1
assay / compound | 31 | 32 | 33 | 34 | 35 | 36 | 37 | 38
Keap1-Nrf2 PPI | -2 | -6 | -1 | -4 | -3 | -1 | 0 | 2
RTF Ca sens act | 1 | -3 | -4 | 6 | -5 | 2 | 1 | -1
C-LANA FP | 1.6 | -0.1 | 0.4 | 1.4 | 2.3 | -0.6 | -0.1 | 1.9
Wnt bcat act | -1 | -1 | -6 | -5 | -1 | -1 | -1 | -4
Arr AP2 block | 32 | 2 | 34 | 4 | 2 | -6 | -1 | 9
OPRM1-OPRD1 inv | 7 | 7 | 19 | -2 | 8 | 11 | 14 | 16
MOR-DOR ag | -1.7 | -1.1 | -3.3 | 0.4 | -1.7 | -2.3 | -2.8 | -2.9
Pemphigus Ab inh | 107 | 97 | 88 | 107 | 95 | 99 | 88 | 107
RTF Ca sens inh | -9 | -14 | 2 | -7 | -3 | -8 | -5 | 0
V-ATPase pH | -2 | -1 | -5 | -2 | -2 | 2 | -1 | 3

[39] Cc1ccc2c(c1)C(=O)N(CCCCO)C2=O
[40] C=CCn1c(SCC(=O)N2CCCCCC2)nc2ccccc2c1=O
[41] Cc1cc(=O)[nH]c(SCC(=O)NCCOc2ccccc2)n1
[42] Cc1ccc(S(=O)(=O)NCC(=O)N(CC(=O)NC(C)(C)C)Cc2ccc3c(c2)OCO3)cc1
[43] Cc1ccc(-c2nc(CS(=O)CC(=O)NCCN3CCCCC3C)c(C)o2)cc1 (centres undefined)
[44] COc1ccccc1C1=NNC(=Nc2cccc(S(=O)(=O)N(C)C)c2)SC1
[45] Cc1ccc2cc3cc(C(=O)N4CCCCCC4)oc3nc2c1
assay / compound | 39 | 40 | 41 | 42 | 43 | 44 | 45
Keap1-Nrf2 PPI | 0 | -4 | 4 | -5 | -8 | 3 | 4
RTF Ca sens act | -2 | 4 | -2 | 1 | 1 | 0 | 1
C-LANA FP | -2.0 | 2.2 | 0.6 | 1.7 | 1.5 | 1.2 | 0.4
Wnt bcat act | -1 | -2 | -4 | 2 | 2 | -7 | .
Arr AP2 block | -2 | 12 | -4 | 3 | -3 | 17 | -8
OPRM1-OPRD1 inv | -5 | 2 | 6 | 15 | -12 | -4 | 7
MOR-DOR ag | 0.9 | -0.3 | -1.1 | -2.8 | 2.3 | 0.7 | -1.4
Pemphigus Ab inh | 69* | 94 | 85 | 103 | . | 97 | 106
RTF Ca sens inh | 1 | -5 | 9 | 4 | -11 | -5 | -2
V-ATPase pH | -1 | 1 | -2 | -3 | -2 | 0 | 4

# Screening data as filed in PubChem.
